Source: PubChem BioAssay (National Center for Advancing Translational Sciences (NCATS))
HEK293 cAMP cs: qHTS Assay for Agonists of the Thyroid Stimulating Hormone Receptor: Activators of Intracellular cAMP Concentrations in Parental HEK 293 | parental HEK293 CNG cAMP sensor, membrane potential fluorescence | Potency, µM (top dose mostly 57.1 µM), for inactives: at the highest dose activation, most hits filed as activators | 2.5% of 73,000 active; further: potency means the concentration at half of the fitted maximal effect; % of control where 0% means no effect; nearly all actives have a fitted effect of over 55% in size
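Parental HEK 293 cells stably expressing a cAMP-gated CNG channel were loaded with membrane potential dye containing 100 uM RO 20-1724 for 60 min. Compound added for 30 min; depolarization read as fluorescence intensity at 590 nm.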
FLuc inh: qHTS Assay for Inhibitors of Firefly Luciferase; purified firefly luciferase, luminescence, 8 min; AID 411, 2009; Potency, µM (doses to about 57.1 µM), inactives show top-dose activity change, negative = inhibition, actives largely listed as inhibitors; 2.2% of 72,000 active; Luciferin 4-monooxygenase (Photinus pyralis), P08659; further: potency means the concentration at half of the fitted maximal effect; on the % scale 0 is the no-effect control and ±100 the full control effect; nearly all actives have a fitted effect of over 40% in size
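Titration-based qHTS; buffer 50 mM imidazole pH 7.2, 50 mM KCl, 7 mM MgCl2, 10 uM ATP, 0.01% Tween 20, 0.05% BSA; luciferase/luciferin detector mix added after compound; 8 min, ambient; luminescence.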
HADH2 inh: qHTS Assay for Inhibitors of HADH2 (Hydroxyacyl-Coenzyme A Dehydrogenase, Type II); AID 886, 2007; 3-hydroxyacyl-CoA dehydrogenase type-2 (Homo sapiens), Q99714; recombinant HADH2, NADH fluorescence, beta-hydroxybutyryl-CoA; 3.4% of 73,000 active; Potency, µM (highest dose often 57.1 µM), for inactives: top-dose activity change, negative = inhibition, most hits filed as inhibitors; further: potency means the concentration at half of the fitted maximal effect; on the % scale 0 is the no-effect control and ±100 the full control effect; nearly all actives have a fitted effect of over 60% in size; many of its hits are not listed in these tables
Target sequence (Q99714 whole entry, looked up, one chain of several): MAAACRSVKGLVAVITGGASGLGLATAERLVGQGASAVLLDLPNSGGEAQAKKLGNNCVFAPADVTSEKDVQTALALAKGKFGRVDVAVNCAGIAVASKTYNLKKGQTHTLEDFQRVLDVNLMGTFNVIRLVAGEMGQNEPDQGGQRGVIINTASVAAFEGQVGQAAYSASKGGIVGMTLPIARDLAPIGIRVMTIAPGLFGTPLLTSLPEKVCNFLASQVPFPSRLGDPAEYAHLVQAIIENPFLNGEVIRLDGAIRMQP
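E. coli-expressed His-tagged HADH2 tested at 20 nM in alkaline Tris buffer (pH 9.0); oxidation of 90 uM beta-hydroxybutyryl-CoA with 1 mM NAD+ tracked fluorimetrically for 4 min.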
ERK AVP block: qHTS Assay for Inhibitors of the ERK Signaling Pathway using a Homogeneous Screening Assay | HEK293-V1b, vasopressin-stimulated pERK AlphaScreen | Potency, µM (top dose mostly 57.5 µM), without a hit: top-dose activity, negative = inhibition, actives largely listed as inhibitors | AID 995, 2007 | 0.99% of 72,000 active; further: potency means the concentration at half of the fitted maximal effect; on the % scale 0 is the no-effect control and ±100 the full control effect; nearly all actives have a fitted effect of over 55% in size
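V1b-HEK293 cells; cpd 30 min 37C; 25 nM vasopressin 5 min; lyse 10 min; AlphaScreen beads 5 hr RT. Normalized to DMSO basal and 25 nM vasopressin; AC50 by Hill fit.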
USP2a inhib: qHTS Assay for Inhibitors of Ubiquitin-specific Protease USP2a | Ubiquitin carboxyl-terminal hydrolase 2 (Homo sapiens), O75604 | USP2a enzymatic assay, qHTS inhibition | Potency, µM (highest dose often 38.3 µM), without a hit: at the highest dose activity change, negative = inhibition, most hits filed as inhibitors | 0.1% of 60,000 active | AID 927, 2007;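 further: potency means the concentration at half of the fitted maximal effect; nearly all actives have a fitted effect of over 60% in size; plate controls were DMSO for no effect and NEM full inhibition control for full effect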
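20 nM USP2 core + cpd, 30 min RT; add 20 nM Ub-PLA2/20 uM NBD C6-HPC; read Ex460/Em535 at 0 h and 2.5 h. Normalized to NEM; qHTS curve fit/classification.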
Caspase-7 inhib: qHTS Assay for Allosteric/Competitive Inhibitors of Caspase-7. AID 889, 2007. P55210. recombinant caspase-7, Ac-DEVD-AFC fluorescence rate. 0.02% of 75,000 active. Potency, µM (titrated, usually from 57.5 µM), for the others: at the top dose activity change, negative = inhibition, actives largely listed as inhibitors; active means well fitted inhibition curve with a large enough effect in the main read-out, with a control signal flat, not every such curve was filed as active; inconclusive means small, poorly fitted or top-dose-only effect, or a change in a side signal; further: potency means the concentration at half of the fitted maximal effect; % of control where 0% means no effect
Fluorescein autfl: qHTS Assay for Spectroscopic Profiling in Fluorescein Spectral Region. 0.91% of 59,000 active. max fluorescein-equivalent concentration, M. Compound autofluorescence, 480/540 nm, fluorescein-equivalent; active compounds read high. AID 593, 2007; in the data active means max fluorescein-equivalent concentration above about 10 nM; inconclusive means between about 1.1 nM and that limit
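Compounds (23 nL) in 100 mM Tris pH 8.0, 15 min at room temperature, then fluorescence read at 480 nm excitation/540 nm emission. Signal converted to fluorescein-equivalent concentration from an on-plate fluorescein standard curve.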
TexasRed autofl: qHTS Assay for Spectroscopic Profiling in Texas Red Spectral Region; Compound fluorescence, Texas Red channel, 547/618 nm; active compounds read high; max dye-equivalent concentration, M; 0.06% of 59,000 active; in the data active means max dye-equivalent concentration above about 10 nM; inconclusive means between about 1.1 nM and that limit
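Dye-equivalent concentrations come from scaling compound signal (ex 547, em 618 nm) to six Texas Red standard concentrations run on every plate, after 15 min room-temperature incubation in pH 8.0 Tris (100 mM).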
Casp1 inh: qHTS Assay for Allosteric/Competitive Inhibitors of Caspase-1 | Potency, µM (titrated, usually from 57.5 µM), for the others: at the highest dose activity change, negative = inhibition, most hits filed as inhibitors | 0.03% of 75,000 active | P29466 | Caspase-1 enzyme, Ac-WEHD-AFC fluorogenic rate;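 further: potency means the concentration at half of the fitted maximal effect; plate controls were vehicle for no effect and no substrate for full effect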
Rhodamine autofl: qHTS Assay for Spectroscopic Profiling in Rhodamine Spectral Region | 0.05% of 59,000 active | AID 594, 2007 | Rhodamine-region fluorescence, 547/598 nm, Tris buffer; active compounds read high | max dye-equivalent concentration, M; in the data active means max dye-equivalent concentration above about 11 nM; inconclusive means between about 1.1 nM and that limit
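Steps: pin-transfer compounds into pH 8.0 Tris (100 mM), hold 15 min at room temperature, image with a 547/598 nm filter pair, and convert intensities to rhodamine-equivalent concentration using a six-point on-plate rhodamine series.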
Tau fil binding: qHTS Assay for Tau Filament Binding; 2% of 71,000 active; Potency, µM (titrated, usually from 57.1 µM), for the others: at the highest dose activity change, negative = inhibition; Microtubule-associated protein tau (Homo sapiens), P10636; recombinant tau filaments, thioflavin S fluorescence, 15 h; filaments grown with octadecylsulfate alongside compound;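 further: potency means the concentration at half of the fitted maximal effect; on the % scale 0 is the no-effect control and ±100 the full control effect; actives lower thioflavin S fluorescence by blocking filaments or displacing dye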
Target sequence (P10636 whole entry, looked up): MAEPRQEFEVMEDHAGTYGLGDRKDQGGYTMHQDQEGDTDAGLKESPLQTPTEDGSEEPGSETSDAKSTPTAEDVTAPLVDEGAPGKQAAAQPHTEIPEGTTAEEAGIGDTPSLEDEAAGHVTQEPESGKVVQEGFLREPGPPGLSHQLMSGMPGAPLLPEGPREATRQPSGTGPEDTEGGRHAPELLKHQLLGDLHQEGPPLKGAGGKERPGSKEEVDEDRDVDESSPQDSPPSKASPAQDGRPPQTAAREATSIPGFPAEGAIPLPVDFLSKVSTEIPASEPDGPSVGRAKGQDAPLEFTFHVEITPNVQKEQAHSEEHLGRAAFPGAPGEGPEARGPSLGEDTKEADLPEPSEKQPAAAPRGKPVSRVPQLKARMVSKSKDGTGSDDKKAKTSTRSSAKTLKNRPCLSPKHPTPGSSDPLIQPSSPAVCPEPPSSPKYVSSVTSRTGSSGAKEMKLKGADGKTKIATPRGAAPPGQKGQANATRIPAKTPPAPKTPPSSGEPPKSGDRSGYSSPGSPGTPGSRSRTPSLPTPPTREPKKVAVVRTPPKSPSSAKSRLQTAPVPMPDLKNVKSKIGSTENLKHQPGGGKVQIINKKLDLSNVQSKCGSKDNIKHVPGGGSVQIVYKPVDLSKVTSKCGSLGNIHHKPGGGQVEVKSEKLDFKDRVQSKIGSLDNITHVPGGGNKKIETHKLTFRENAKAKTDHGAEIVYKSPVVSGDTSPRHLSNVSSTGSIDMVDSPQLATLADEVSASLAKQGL
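His-tagged recombinant human tau (exons 2, 3, 10; 1 uM final) fibrillized with 30 uM sodium octadecylsulfate, 15 h at 37 C, in pH 7.4 HEPES buffer with 10 uM thioflavine S and 5 mM DTT. Reduced ThS fluorescence (450/510 nm) marks activity.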
Numbers without * were called inactive; i = inactive; ? = inconclusive; · = no result given; [ ] = dose if it differs, or a comment. Unless noted, the call rests on the fitted dose curve; in most records, active means well fitted curve in the direction sought with a large enough effect; inconclusive means small, poorly fitted or top-dose-only effect, or another doubt; inactive means no such curve, though single readings can be large; an effect the other way counts as inactive or inconclusive. A portion of the library; the hit share may differ from the screen's.

SMILES	HEK293 cAMP cs	FLuc inh	HADH2 inh	ERK AVP block	USP2a inhib	Caspase-7 inhib	Fluorescein autfl	TexasRed autofl	Casp1 inh	Rhodamine autofl	Tau fil binding
N#CC1=C(N)N(c2ccccc2C#N)C2=C(C(=O)CCC2)C1c1ccsc1 (configuration not stated)	3.5%	-1.0%	-13.6%	-4.1%	28.5%	-7.0%	i	i	-4.5%	i	?
O=C(Nc1ccn(C2CC(OC(=O)c3ccccc3)C(CO)O2)c(=O)n1)c1ccccc1 (configuration not stated)	-4.5%	-1.8%	2.4%	9.6%	7.1%	-8.7%	i	i	-2.2%	i	45.8%
O=C(Nc1nnc(C(F)(F)F)s1)c1cccnc1	6.1%	-13.1%	-3.3%	-12.2%	-9.1%	-1.0%	i	i	-0.1%	i	8.1%
CC(=O)NCCN=C(C)c1sc2ccccc2c1O	11.5%	-23.3%	-8.5%	-8.7%	-4.4%	-11.4%	?	?	-10.0%	i	5.4%
COc1ccc(-c2c(C)n([O-])c(C)c(C)[n+]2=O)cc1OC	2.9%	1.4%	0.6%	19.9%	-4.8%	1.9%	?	i	0.5%	i	-3.1%
CCOC(=O)C1CCN(Cc2ccc(C(=O)OC)cc2)CC1	6.8%	0.4%	11.4%	-2.7%	-4.1%	0.1%	i	i	2.1%	i	-7.1%
C=C(C)CSc1nnc(-c2cccc(S(=O)(=O)N(C)C)c2)n1-c1cc(OC)ccc1OC	12.6µM*	-9.3%	14.4%	-23.9%	12.1%	0.4%	i	i	-2.7%	i	4.5%
CN1CCN(S(=O)(=O)c2ccc(-c3noc(C4CCN(S(C)(=O)=O)CC4)n3)cc2)CC1	?	3.7%	10.8%	10.6%	-1.0%	7.5%	?	i	0.3%	i	-1.3%
O=C(CC1N=C2c3ccccc3N=C(SCc3ccc(Cl)cc3)N2C1=O)NCc1ccco1 (configuration not stated)	?	-1.2%	?	7.3%	42.3%[activator]	-22.9%	?	i	-10.4%	i	-1.2%
CCOc1ccc(N(CC(=O)Nc2cccc(F)c2)S(=O)(=O)c2c(C)noc2C)cc1	20.2%	1.5%	0.5%	?	·	-3.7%	·	·	-1.3%	·	88.4%
N#C/C(=C1\CCCN1)c1nc2ccccc2c(=O)[nH]1	0.2%	1.8%	-7.7%	1.4%	-4.4%	0.4%	?	i	0.2%	i	0.2%
CC(Oc1ccc(Cl)cc1Cl)C(=O)Nc1ccc2oc(-c3ccncc3)nc2c1 (configuration not stated)	?	4.2%	?	-22.1%	46.5%[activator]	-1.0%	i	i	-0.3%	i	-20.6%
C=CCn1c(-c2ccc(Cl)cc2)c[nH]c1=S	4.9%	-12.9%	-25.1%	-21.2%	0.7%	2.4%	i	i	1.7%	i	3.2%
Nc1nc(NCc2ccco2)nn1-c1ccccc1	7.0%	-4.2%	7.1%	-17.5%	0.6%	0.4%	i	?	-1.9%	i	-5.0%
NCCCCCC(=O)O	3.3%[25.6 µM]	10.3%[25.5 µM]	6.8%[25.6 µM]	21.1%	-9.6%	-1.6%	?	?	-2.1%	i	-11.0%[25.6 µM]
O=C(O)CCN(CCC(=O)O)c1ccccc1	4.2%	3.4%	7.8%	-5.2%	0.0%	-0.6%	i	i	-0.5%	i	9.0%
Cc1ccc(C(=O)N2CCN(S(C)(=O)=O)C2)cc1	-0.5%	-2.9%	-9.8%	14.9%	2.3%	-0.5%	?	?	1.3%	i	3.5%
CCOC(=O)C(NC(C)=O)(Nc1cccc(F)c1)C(F)(F)F (configuration not stated)	3.1%	2.2%	1.2%	9.0%	2.5%	-1.5%	i	?	1.7%	i	-13.7%
CCOc1cc(C)nc(N2CCCC(C(=O)NCc3ccccc3F)C2)n1 (configuration not stated)	?	-0.7%	5.6%	-21.6%	6.7%	0.7%	i	i	-2.8%	i	-3.0%
CCOC(=O)CCCCNCc1ccccc1	8.5%	2.3%	-7.9%	3.2%	-3.7%	2.4%	i	i	-0.3%	i	-5.7%
Cn1cccc1Cc1nnc(SCC(=O)NCc2ccc3c(c2)OCO3)n1CCc1ccccc1	?	0.8%	1.3%	16.5%	14.0%	-0.9%	i	i	0.6%	i	22.3%
Cn1c(=O)c2c(-c3ccncc3)c3c(nc2n(C)c1=O)-c1ccccc1C3=O	-6.2%	0.2%	14.5%	12.8%	-1.7%	2.5%	?	?	1.9%	i	-5.8%
Cc1cccc(OCC(=O)Nc2ccccc2N2CCN(C(=O)C(C)C)CC2)c1C	1.58µM*	1.7%	10.7%	-1.1%	11.7%	-1.0%	i	?	0.5%	i	1.7%
CCOC(=O)C1CCCN(C(=O)c2cc(=O)c3ccccc3o2)C1 (configuration not stated)	9.7%	1.2%	3.4%	-21.3%	7.8%	-1.0%	?	i	1.7%	i	-2.8%
CCN(CC)c1ccc(NC(=O)c2cccc(OC)c2)c(C)c1	4.5%	-1.5%	?	-1.0%	8.7%	-0.7%	?	?	2.6%	i	-17.7%
(cont.)
SMILES	HEK293 cAMP cs	FLuc inh	HADH2 inh	ERK AVP block	USP2a inhib	Caspase-7 inhib	Fluorescein autfl	TexasRed autofl	Casp1 inh	Rhodamine autofl	Tau fil binding
Cc1c2cccn2cc[n+]1C	3.4%	2.4%	-3.2%	9.6%	-8.2%	-0.4%	i	i	0.6%	i	-2.6%
O=C(NCCN1CCOCC1)c1ccc2c(c1)N(Cc1ccccc1)CCS2	13.9%	-2.1%	?	-24.8%	·	-19.7%	·	·	-16.4%	·	?
Cc1nc(S(=O)(=O)N(C)Cc2ccccc2)c(C#N)c(C)c1Cl	13.4%	2.6%	-6.4%	-6.8%	1.4%	0.1%	i	i	0.2%	i	7.9%
COc1ccc2[nH]c(=O)c(CN(Cc3ccc4c(c3)OCO4)C(C)=O)cc2c1	?	-1.1%	-4.1%	11.5%	2.4%	-1.3%	?	i	1.8%	i	-1.7%
CC1Cc2ccccc2N1C(=O)COc1nc2ccccc2nc1N1CCOCC1 (configuration not stated)	?	1.5%	4.2%	6.4%	14.7%	-0.9%	i	i	-0.9%	i	-3.7%
C/C(=N\O)C(=O)NCCN1CCCCC1	0.1%	4.4%	-7.6%	-0.1%	-0.5%	3.9%	i	i	-0.9%	i	-3.1%
COc1ccc(-c2csc(C3=C(O)CN(Cc4ccc(S(N)(=O)=O)cc4)C3=N)n2)cc1OC	-6.5%	-3.8%	4.9%	10.0%	17.2%	0.1%	?	i	-0.3%	i	-25.1%
CCOC(=O)C1CCN(C(=O)C2c3ccccc3C(=O)N(C)C2c2ccc(OC)cc2)CC1 (configuration not stated)	9.9%	0.1%	-1.9%	18.7%	4.5%	0.1%	i	i	-0.6%	i	-21.7%
O=C(NCC1CCCO1)c1nnc(Cc2ccc(F)cc2)o1 (configuration not stated)	-0.8%	1.2%	-2.6%	4.2%	·	0.0%	·	·	2.0%	·	-9.0%
CCOC(=O)N1CCN(C(=O)c2cn(CCOC)c(=O)c3c2c2ccccc2n3C)CC1	-6.2%	2.0%	?	-13.2%	7.2%	-0.9%	i	?	0.9%	i	-5.2%
Cc1ccc(C(=O)CC(C(=O)O)c2cn(CCC#N)c3ccccc23)cc1 (configuration not stated)	17.3%	0.6%	-13.6%	-14.5%	·	-3.2%	·	·	-0.4%	·	-1.6%
CN(C(=O)Cn1c(=O)n(CCCCC(=O)NC2CCCC2)c(=O)c2ccccc21)C1CCCCC1	20.3%	1.2%	6.5%	3.5%	11.3%	-0.4%	i	i	-0.7%	i	-10.2%
Cc1cc(C)n2cc(CSc3nnnn3-c3ccc(Cl)cc3)nc2n1	3.8%	-0.6%	19.9%	-9.3%	6.9%	-0.5%	?	i	1.7%	i	1.6%
CC(=O)CSc1nnc(CSc2ncccn2)n1C1CCCCC1	12.7%	-1.8%	-18.9%	?	·	2.5%	?	i	-1.2%	i	-11.2%
Cc1cccc(N(C)S(=O)(=O)c2ccc3[nH]cc(C(=O)N4CCOCC4)c(=O)c3c2)c1	5.6%	-1.0%	?	8.0%	9.0%	0.3%	?	?	2.1%	i	1.1%
